Screening data as filed in PubChem BioAssay.
Mdm2 MdmX PPI = disrupts the human Mdm2-MdmX interaction | SaOS-2 split-luciferase Mdm2/MdmX complementation, luminescence | inhibition, % at 8 µM | 330,000 tested, 3% active | AID 485346;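 active = inhibition of at least 50% at 8 µM in the primary screen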
CHOP UPR activ = apoptotic UPR (CHOP) activation; CHO-CHOP luciferase reporter, luminescence; percent of tunicamycin response over DMSO baseline; activation, % at 10 µM; 330,000 tested, 0.34% active;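 active = at 10 µM dose, activation of 40% or more, normalized to positive control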;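 also: 100% = tunicamycin at 10 µg/mL and 0% = DMSO alone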
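System: CHO CHOP reporter cells. Amount: 500 cells per well. Buffer or medium: F12 medium, 10% FBS. Compound dosing: one dose, 10 µM in 0.5% DMSO. Incubation: 6 h compound exposure at 37 °C after overnight seeding. Technique: Steady-Glo luciferase luminescence. Benchmarks: tunicamycin and DMSO controls.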
CXCR6 inh = CXCR6 (human) receptor inhibition | O00574 | CHO-K1 PathHunter CXCR6 beta-arrestin, luminescence | inhibition, % at 20 µM | 360,000 tested, 0.36% active; in the data active = inhibition above about 34%, passing the limit was not always enough;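 also: antagonist mode with CXCL16 agonist at 10 nM final; 0% = 10 nM CXCL16 with DMSO and 100% = unstimulated wells without agonist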
Target sequence (O00574 whole entry, looked up): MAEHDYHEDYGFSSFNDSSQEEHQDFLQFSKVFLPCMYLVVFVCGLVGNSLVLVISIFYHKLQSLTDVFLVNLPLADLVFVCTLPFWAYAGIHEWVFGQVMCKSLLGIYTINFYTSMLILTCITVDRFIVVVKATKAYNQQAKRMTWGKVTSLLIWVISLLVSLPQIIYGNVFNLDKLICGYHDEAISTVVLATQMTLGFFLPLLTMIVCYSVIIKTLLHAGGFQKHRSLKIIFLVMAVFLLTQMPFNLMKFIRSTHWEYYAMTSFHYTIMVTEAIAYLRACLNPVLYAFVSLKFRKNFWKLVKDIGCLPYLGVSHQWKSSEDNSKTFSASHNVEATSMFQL
UPR XBP1 act = activators of adaptive arm of unfolded protein response (XBP1). CHO-XBP1 luciferase reporter, IRE1-XBP1 UPR activation, luminescence; percent of tunicamycin response, DMSO as zero. activation, % at 20 µM. 330,000 tested, 0.33% active. AID 463104;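 active = versus positive control, 20 µM dose yields 30% or more activation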;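 also: 100% = tunicamycin at 10 µg/mL and 0% = DMSO only wells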
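Material: CHO-XBP1 cells stably carrying IRE1-XBP1-driven luciferase reporter / Amount: 1000 cells per well / Compound: 20 µM, 1% DMSO / Times: 6 h treatment, 37 °C / Detection: luciferase luminescence / Measure: % activation of reporter signal versus tunicamycin and DMSO controls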
tim10-1 inh = inhibits growth of tim10-1 mutant yeast; S. cerevisiae tim10-1 ts strain growth, BacTiter-Glo, 24 h; inhibition, % at 20 µM; 330,000 tested, 2.2% active;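 active = inhibition of at least 40%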;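 also: mutant grown at 25 °C; 0% = DMSO wells with yeast and 100% = wells holding no yeast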
APJ antagonist = APJ receptor antagonism | CHO-K1 APJ beta-arrestin complementation, luminescence | AID 2521 | inhibition, % at 20 µM | 330,000 tested, 0.32% active | P35414;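 active = inhibition above about 40% at 20 µM, limit read from the data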;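 also: cells challenged with 10 nM apelin-13 agonist together with compound; plate controls were apelin-13 plus DMSO wells for no effect and DMSO wells lacking apelin-13 for full effect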
Target sequence (P35414 whole entry, looked up): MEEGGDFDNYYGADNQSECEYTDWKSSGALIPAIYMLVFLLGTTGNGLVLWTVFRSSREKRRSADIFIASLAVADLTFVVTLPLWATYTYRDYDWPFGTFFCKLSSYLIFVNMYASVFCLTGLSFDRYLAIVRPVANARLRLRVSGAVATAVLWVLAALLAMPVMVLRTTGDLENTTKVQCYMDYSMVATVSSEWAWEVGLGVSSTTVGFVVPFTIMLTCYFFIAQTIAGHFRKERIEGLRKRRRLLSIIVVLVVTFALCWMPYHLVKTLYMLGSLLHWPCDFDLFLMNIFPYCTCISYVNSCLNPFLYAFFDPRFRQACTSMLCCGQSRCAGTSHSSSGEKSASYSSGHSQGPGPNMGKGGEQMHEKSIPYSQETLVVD
APJ ag = APJ receptor agonism | P35414 | CHO-K1 APJ PathHunter beta-arrestin, luminescence; 0% DMSO wells, 100% apelin | activation, % at 20 µM | 330,000 tested, 0.11% active;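 active = activation more than six SD over the plate average, tested at 20 µM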;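 also: 0% = DMSO alone and 100% = apelin-13 at 10 nM; some results filed as inactive read as strong as hits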
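system = engineered CHO-K1 APJ arrestin reporter cells | input = 1000 cells per well | timing = overnight seeding, 90 min compound at 25 °C, 1 h detection | measured by = enzyme-fragment complementation luminescence | read-out = beta-arrestin recruitment to APJ as agonist activity, luminescent signal | control set = negative DMSO alone, positive Apelin-13 at 10 nM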
TIM10 inh = growth inhibitors of TIM10 yeast strain | S. cerevisiae TIM10 strain growth, BacTiter-Glo luminescence, 24 h | inhibition, % at 10 µM | 330,000 tested, 1.4% active;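 active = inhibition of 40% or more at the single tested concentration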;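 also: wild-type TIM10 isogenic control strain grown at permissive 25 °C; 0% = DMSO yeast wells and 100% = minimal medium wells without yeast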
tim23-1 inh = tim23-1 yeast growth inhibition; S. cerevisiae tim23-1 growth, BacTiter-Glo luminescence, 24 h; 330,000 tested, 1.3% active; inhibition, % at 20 µM; AID 463212;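 active = growth inhibition of the mutant yeast at or above 50%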;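 also: temperature-sensitive mutant grown at 25 °C; plate controls were DMSO-treated mutant yeast for no effect and medium wells lacking yeast for full effect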
Active calls of the source: *.

SMILES | Mdm2 MdmX PPI | CHOP UPR activ | CXCR6 inh | UPR XBP1 act | tim10-1 inh | APJ antagonist | APJ ag | TIM10 inh | tim23-1 inh
CC1CCCCC1NC(=O)CCCn1c(=S)[nH]c2ccsc2c1=O (stereo not given) | 19.5 | -1.5 | 5.4 | -1.8 | 7.1 | 17.2 | -3.4 | -0.7 | 13.0
Clc1ccc2[nH]c3c(NCCN4CCOCC4)ncnc3c2c1 | -7.2 | 2.0 | -9.1 | 1.0 | 9.5 | 1.3 | 2.6 | 2.5 | 7.0
Cc1cccc(NC2=C(C#N)C(=O)NC3(CCCC3)S2)c1 | 7.8 | -0.8 | -3.5 | 0.1 | 4.4 | 10.0 | 1.4 | -5.2 | 2.7
CC(C)CN(C(=O)c1ccc(N2CCCC2=O)cc1)c1c(N)n(Cc2ccccc2)c(=O)[nH]c1=O | -10.6 | 0.8 | -12.9 | 0.2 | 13.3 | 19.7 | 0.0 | 9.7 | 20.2
CCOC(=O)C1=NOC(Cn2cc(C#N)c(=O)n(C)c2=O)C1 (stereo not given) | 13.7 | 0.9 | -1.2 | -1.0 | -9.9 | -11.4 | 1.5 | -14.8 | 1.9
O/N=C(\c1ccc2c(c1)OCCO2)C1CCCCC1 | 3.4 | -0.4 | -1.1 | -3.4 | 25.1 | 27.0 | -1.5 | 3.1 | 34.5
O=C(CCN1C(=O)c2ccccc2C1=O)Nc1ccc(-c2cn3ccsc3n2)cc1 | -17.0 | 2.3 | -1.3 | 4.5 | 0.3 | -0.9 | 8.7 | -9.7 | -13.4
Cc1ccc(CS(=O)Cc2ccc(C(=O)NCc3ccccc3)o2)cc1 (stereo not given) | 3.9 | 2.1 | 3.4 | -6.2 | 15.6 | 10.3 | -2.6 | -7.7 | 17.1
O=C(CSc1nc2ccccc2c(=O)[nH]1)N1CCOCC1 | -5.4 | -0.3 | -2.3 | 0.0 | 11.7 | -15.4 | -2.0 | 20.5 | 14.4
O=c1cc(N2CCOCC2)[nH]c(=O)n1-c1ccc(Cl)cc1 | -17.0 | -2.1 | -2.3 | 1.0 | -2.2 | 11.1 | -0.5 | 0.9 | -10.6
O=S1(=O)CCC(NC(=S)Nc2ccc3ccccc3c2)C1 (stereo not given) | -5.4 | 4.0 | 5.9 | 3.2 | 6.2 | -6.1 | -4.0 | -2.3 | 7.6
COc1ccc(S(=O)(=O)Oc2ccc3cccc(N)c3c2)cc1 | 39.5 | 17.0 | -14.4 | 25.0 | 34.0 | -3.9 | 4.9 | 15.5 | 33.3
O=C(O)C1CC=CCC1C(=O)NCCc1ccccc1 (stereo not given) | -3.7 | -1.2 | 9.8 | 1.4 | 12.1 | 10.0 | -1.3 | 10.4 | -27.1
CCn1c(NC)cc(=O)n(C)c1=O | 22.2 | 0.1 | -4.4 | -0.8 | 4.6 | -4.8 | 2.9 | -17.1 | 9.5
CN(C)C1=NCCN1CCc1ccccc1 | 1.8 | 1.1 | 2.1 | -1.7 | -20.6 | 15.2 | -7.5 | -2.2 | 5.6
Cc1c(-c2ccccc2)[n+](=O)c2c(n1[O-])CCC2 | -14.6 | -2.3 | -3.6 | 3.3 | -0.4 | -4.5 | 2.1 | 1.1 | 6.4
C=CCN(Cc1cc(OC)ccc1OC)S(=O)(=O)N(C)C | -4.8 | 2.2 | 0.2 | -0.1 | 5.9 | -11.1 | -0.2 | -3.4 | 11.9
CCc1ccc(NC(=O)NC(C)c2ccc3c(c2)OCO3)cc1 (stereo not given) | 25.8 | 0.1 | 4.4 | -1.4 | 2.4 | 2.5 | 1.9 | 6.5 | 22.5
Cc1cc(NC(=O)Cn2nc(C(F)(F)F)c3c2CCCC3)no1 | 18.5 | -2.7 | -2.2 | -2.2 | -18.7 | 15.2 | 2.4 | -12.2 | 33.3
CCC1Oc2ccccc2N(CC(=O)Nc2ccc3c(c2)OCCO3)C1=O (stereo not given) | -24.1 | 1.6 | 10.1 | -1.3 | 3.1 | -8.6 | 0.3 | -3.1 | 12.7
O=C(Nc1ccccc1O)c1cccc(NC(=O)c2ccco2)c1 | 27.3 | 1.6 | 4.3 | 0.8 | -25.0 | 8.1 | -2.9 | -7.3 | 0.0
COc1ccc(OC)c(NS(=O)(=O)c2ccc(NC(C)=O)cc2)c1 | 16.6 | 0.0 | 3.0 | -1.4 | 11.4 | 18.2 | -4.7 | -8.6 | 6.0
CC(C)OC(=O)c1cc(C(=O)c2cc(Br)ccc2O)coc1=N | 7.4 | 2.0 | -0.5 | -0.6 | 25.2 | -2.1 | -3.2 | 5.9 | 11.6
O=C(NC1CC2CCCC(C1)N2C(=O)Nc1ccc(Cl)c(C(F)(F)F)c1)C1CC1 (stereo not given) | 8.5 | -1.8 | 5.0 | -2.2 | 11.1 | 9.1 | 1.4 | 0.9 | 20.3
COc1ccc2sc(NCc3ccccc3)nc2c1 | -88.9 | 6.0 | 2.4 | -0.1 | 38.9 | 7.1 | -2.8 | 5.5 | 23.8

Some of these compounds in order of molar mass, largest number first:
SMILES | Mdm2 MdmX PPI | CHOP UPR activ | CXCR6 inh | UPR XBP1 act | tim10-1 inh | APJ antagonist | APJ ag | TIM10 inh | tim23-1 inh
Cc1ccc(CS(=O)Cc2ccc(C(=O)NCc3ccccc3)o2)cc1 (stereo not given) | 3.9 | 2.1 | 3.4 | -6.2 | 15.6 | 10.3 | -2.6 | -7.7 | 17.1
COc1ccc(OC)c(NS(=O)(=O)c2ccc(NC(C)=O)cc2)c1 | 16.6 | 0.0 | 3.0 | -1.4 | 11.4 | 18.2 | -4.7 | -8.6 | 6.0
CCc1ccc(NC(=O)NC(C)c2ccc3c(c2)OCO3)cc1 (stereo not given) | 25.8 | 0.1 | 4.4 | -1.4 | 2.4 | 2.5 | 1.9 | 6.5 | 22.5

(more compounds)
SMILES | Mdm2 MdmX PPI | CHOP UPR activ | CXCR6 inh | UPR XBP1 act | tim10-1 inh | APJ antagonist | APJ ag | TIM10 inh | tim23-1 inh
CC(=O)Nc1ccc(NC(=S)NC(=O)c2ccc([N+](=O)[O-])c(C)c2)cc1 | -48.1 | -0.7 | 7.4 | 0.6 | 6.4 | 33.3 | -5.8 | -17.1 | -3.0
O=c1c2ccccc2nc(SCc2cc([N+](=O)[O-])cc3c2OCOC3)n1-c1ccccc1 | 5.1 | 1.4 | 1.7 | -5.4 | 0.8 | 24.3 | -4.4 | 20.5 | 7.6
O=C(NN1C(=O)C2C(C1=O)C1C=CC2C12CC2)c1ccccc1Cl (stereo not given) | 4.2 | -0.3 | -0.5 | 2.9 | 1.0 | 16.0 | -2.4 | 9.0 | 12.5
O=C(CSC1=Nc2ccccc2C2=NC(Cc3c[nH]c4ccccc34)C(=O)N12)NC1CCCCC1 (stereo not given) | 11.9 | 1.5 | 4.8 | -5.1 | 18.2 | -9.8 | -0.7 | 10.7 | 6.1
COc1ccccc1NC(=O)C(C)NS(=O)(=O)c1ccc(Cl)cc1 (stereo not given) | 9.8 | -1.2 | -2.2 | -0.1 | 25.2 | 7.2 | -17.9 | 17.3 | 12.9
Cc1cc(C(=O)Nc2sccc2C(N)=O)c(C)o1 | 7.9 | 0.6 | -2.0 | 3.4 | -32.9 | -5.2 | -2.0 | 24.4 | 23.2
COc1ccc(C(C)NC(=O)C23CC4CC(CC(C4)C2)C3)cc1 (stereo not given) | -6.0 | -0.1 | 3.0 | -4.0 | 10.8 | 20.7 | 3.3 | 4.7 | 24.5
CCc1ccc(OCC(=O)Nc2ccc3oc(=O)ccc3c2)cc1 | -13.1 | 1.2 | -2.3 | 5.0 | -20.4 | 20.4 | -2.9 | 5.4 | -3.6
Cc1ccc(N/C(N)=N/c2nc(CSc3ccccn3)cc(=O)[nH]2)c(C)c1 | -0.6 | 0.2 | 1.4 | -3.3 | 0.7 | -9.2 | -0.2 | 17.4 | 2.6
O=C(CSCc1ccccc1)N1CCN(S(=O)(=O)c2cccc(F)c2)CC1 | -1.1 | -0.6 | 2.8 | -3.6 | 15.5 | 1.6 | -3.5 | -1.7 | 20.7
COc1cccc(C(=O)Nc2c(C)nn(-c3ccccc3)c2C)c1 | 15.0 | 0.1 | -1.0 | 1.9 | 18.4 | 13.7 | -3.6 | 3.1 | 8.4
O=C(O)C1CCCCC1C(=O)Nc1cccc(C(=O)N2CCCCC2)c1 (stereo not given) | -3.5 | -1.5 | -4.0 | 2.7 | -5.4 | 0.9 | 1.9 | -2.4 | 15.2
O=C(CN1CCOCC1)Nc1ccccc1 | 9.6 | 0.6 | 2.1 | 0.1 | -3.3 | 14.4 | -5.6 | -5.1 | -7.7
COc1ccc(C(=O)NCCN2C(=O)S/C(=C\c3cccnc3)C2=O)cc1[N+](=O)[O-] | 10.1 | 5.1 | -3.3 | 0.9 | 23.0 | -9.0 | -0.2 | 8.5 | 16.5
Cc1ccc(-c2nc(CSCC(=O)N3CCN(c4ccccn4)CC3)c(C)o2)cc1 | 31.2 | -1.9 | -13.9 | 4.7 | 32.6 | 0.0 | 2.0 | 9.7 | 21.1
COc1cc(C(=O)N2CCN(c3ccccc3F)CC2)ccc1OCC(=O)N1CCOCC1 | -1.1 | 3.1 | -3.9 | -0.7 | 9.2 | 35.6 | 0.9 | 13.9 | 11.2
Cc1ccnc(NC(=O)COC(=O)C2COc3ccccc3O2)n1 (stereo not given) | -17.0 | -1.8 | -4.4 | -0.7 | 64.0* | 15.0 | -0.5 | -2.6 | -3.3
COc1ccccc1CNC(=O)CCS(=O)(=O)c1ccc2c(c1)CCCN2C(C)=O | 6.7 | -0.5 | -2.4 | -2.5 | 9.0 | -2.8 | 0.8 | 5.5 | 6.1
C=C1N(c2ccccc2)C(=O)OC1(C)C | -0.8 | 1.0 | 0.4 | 1.1 | 4.6 | 5.3 | 0.8 | -7.1 | 8.8
CC12CCC(C(=O)NNc3ccc([N+](=O)[O-])cc3)(OC1=O)C2(C)C (stereo not given) | 15.7 | 0.0 | 2.4 | -3.6 | -29.1 | 10.5 | -0.3 | 14.0 | 10.8
CSc1cccc(NC(=S)N2CCC(N(C)C(C)C)CC2)c1 | 11.8 | 0.8 | -1.0 | 0.3 | 1.5 | -6.1 | -0.2 | -18.2 | 0.8
Cc1oc2ccc(OCc3ccccc3Cl)cc2c1C(=O)O | -10.4 | 0.0 | -0.3 | 1.2 | 0.8 | 6.7 | -0.4 | -11.4 | -4.8
Cc1sc(NC(=O)c2ccco2)c(C(c2cccnc2)N2CCN(C)CC2)c1C (stereo not given) | -2.1 | 2.7 | -4.8 | 0.4 | 9.7 | -19.7 | 6.5 | -0.6 | 24.1
COC(=O)c1ccc(NC(=O)CCN2C(=O)CSC2=O)cc1 | -1.4 | 2.7 | -1.3 | 4.1 | -13.6 | 2.6 | -2.0 | 8.5 | 12.2
COc1ccc(-c2nn(-c3ccccc3)cc2/C=C/C(=O)O)cc1[N+](=O)[O-] | -1.1 | -1.7 | 5.9 | 9.3 | -4.1 | 5.0 | -2.2 | 11.9 | 19.5
CC1CCN(C(=O)c2ccc(N(C)S(C)(=O)=O)cc2)CC1 | 20.1 | -0.3 | 11.9 | 1.2 | -11.1 | 1.7 | -1.5 | -13.3 | -9.9

Not all compounds are listed, so the mix of outcomes need not match the whole.
